DNMT1 inh = DNMT1 (human) enzyme inhibition. P26358. DNMT1 molecular beacon, Hinp1I cleavage, fluorescence. inhibition (reported as % activation of signal), % at 10 µM. actives 0.83% (n = 360,000). AID 588458; in the data active = inhibition above about 50%
Rpn11 block = Rpn11 (human) deubiquitinase inhibition; calls only at 20 µM; O00487; human 26S proteasome, Ub4-pepOG fluorescence polarization; 20S core pre-blocked with epoxomicin; AID 588493; actives 0.59% (n = 360,000);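 active = inhibition at 20 µM, scaled to each plate's controls, above about 33%, limit read from the data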
Target sequence (O00487 whole entry, looked up): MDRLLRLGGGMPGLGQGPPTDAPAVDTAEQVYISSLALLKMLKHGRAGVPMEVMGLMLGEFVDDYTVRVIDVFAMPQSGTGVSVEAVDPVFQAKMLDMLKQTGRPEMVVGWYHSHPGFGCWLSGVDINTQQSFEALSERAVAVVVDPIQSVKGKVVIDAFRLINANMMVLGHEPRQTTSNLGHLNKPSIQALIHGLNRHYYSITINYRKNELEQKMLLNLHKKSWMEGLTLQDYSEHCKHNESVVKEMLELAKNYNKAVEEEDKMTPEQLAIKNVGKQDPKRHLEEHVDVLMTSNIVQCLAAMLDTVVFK
Rin1 Abl inh = blocks binding of human Rin1 to Abl; TR-FRET Rin1/Abl binding, biochemical; inhibition, % at 7.35 µM; actives 0.4% (n = 360,000); in the data active = inhibition above about 5%, passing the limit was not always enough
CSN deneddyl inh = inhibitors of human CSN-mediated cullin deneddylation; Purified CSN, SCF-Nedd8-OG deneddylation, fluorescence polarization; actives 0.38% (n = 360,000); inhibition, % at 12.5 µM; AID 651999; Q92905;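 active = pattern-corrected inhibition above about 35%, with an unprinted fluorescence ratio check between 0.5 and 1.5, limit read from the data, passing the limit was not always enough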;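 also: 0% = enzyme with substrate and 100% = substrate without enzyme; some results filed as inactive read as strong as hits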
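assay system = purified human Csn5 enzyme expressed in HEK293T cells | amount = 0.24 nM enzyme | buffer or medium = Tris/NaCl/DTT buffer, pH 7.5 | reagent = 10 nM SCFSkp2-Nedd8OG | compound = one concentration, 12.5 µM, 0.25% DMSO | times = 90 min reaction at room temperature | signal = FP | read-out basis = % inhibition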
Neddylation inh = inhibitors of human cullin neddylation. AID 651699. P61081+Q13564. calls only at 25 µM. actives 0.58% (n = 360,000). TR-FRET cullin neddylation, biochemical; in the data active = inhibition above about 36%
LMPTP block = LMPTP (human) inhibition; recombinant LMPTP-A, OMFP fluorogenic substrate, fluorescence intensity; inhibition, % at 20 µM; actives 0.22% (n = 360,000); AID 651560;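 active = compounds that cut the enzyme signal by at least half of the control window in the single-dose screen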;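 also: plate controls were DMSO wells with enzyme plus substrate for no effect and substrate without enzyme for full effect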
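Test system – LMPTP-A phosphatase enzyme · Quantity – 0.625 nM LMPTP-A final · Reagent – OMFP substrate, 400 µM final · Dosing – one test concentration per compound, 20 µM, with 3% DMSO overall · Timing – 50 min enzyme reaction at room temperature, protected from light · Detection – fluorescence intensity · Controls – substrate-only low control, DMSO enzyme-plus-substrate high control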
STEP block = blocks human striatal-enriched tyrosine phosphatase | inhibition, % at 20 µM | actives 0.25% (n = 360,000) | recombinant STEP, OMFP fluorogenic substrate, fluorescence;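 active = inhibition at 20 µM, scaled per plate between control wells, above about 37%, limit read from the data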;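 also: 0% = DMSO with enzyme and substrate and 100% = substrate only without enzyme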
Target sequence (P54829 whole entry, looked up): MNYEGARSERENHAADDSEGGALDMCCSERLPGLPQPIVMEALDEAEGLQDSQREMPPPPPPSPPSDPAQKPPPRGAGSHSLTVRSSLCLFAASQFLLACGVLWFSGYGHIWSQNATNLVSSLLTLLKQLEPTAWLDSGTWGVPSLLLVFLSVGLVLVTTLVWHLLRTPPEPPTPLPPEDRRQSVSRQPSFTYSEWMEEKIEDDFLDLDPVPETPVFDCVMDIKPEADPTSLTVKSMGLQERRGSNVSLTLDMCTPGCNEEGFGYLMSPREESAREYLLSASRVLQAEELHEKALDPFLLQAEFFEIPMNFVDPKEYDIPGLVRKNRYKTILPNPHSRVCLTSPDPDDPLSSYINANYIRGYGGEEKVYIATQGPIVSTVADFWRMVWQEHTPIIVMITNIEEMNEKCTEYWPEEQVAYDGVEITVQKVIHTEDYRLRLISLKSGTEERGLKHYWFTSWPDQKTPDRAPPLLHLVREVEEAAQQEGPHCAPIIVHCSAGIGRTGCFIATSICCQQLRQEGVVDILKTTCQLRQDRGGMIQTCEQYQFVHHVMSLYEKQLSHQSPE
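Assay system: isolated STEP enzyme / Timing: 20 min at room temperature, dark / Doses: 20 µM, 1% DMSO / Technique: fluorescence intensity, excitation 480 nm, emission 540 nm / Reagent: fluorogenic phosphatase substrate OMFP at 25 µM final / Measure: percent inhibition scaled to no-enzyme and uninhibited-enzyme controls, plate-pattern corrected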
Scp1 inh = Scp-1 (human) phosphatase inhibition | Q9GZU7 | Recombinant Scp1, phosphopeptide, malachite green phosphate absorbance | inhibition, % at 20 µM | actives 0.88% (n = 340,000);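 active = inhibition above about 50% at 20 µM, limit read from the data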;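 also: plate controls were DMSO wells with enzyme for no effect and wells lacking enzyme for full effect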
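System: SCP-1 catalytic domain; Reagent: Phospho 17-mer peptide substrate; Doses: one concentration, 20 µM, with 1.0% DMSO; Incubation: 45 min room-temperature reaction, 5 min colour, 30 min stabiliser; Signal: Phosphate-binding colour reagent, absorbance read at 630 nm.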
SUMO1-SIM PPI = modulators of human SUMO1-mediated protein-protein interactions. SUMO1 binding to a labelled peptide, TR-FRET, 1 h. inhibition, % at 20 µM. actives 0.33% (n = 360,000); in the data active = inhibition above about 37%
NadD block = NadD (S. aureus) enzyme inhibition. purified NadD enzyme, colorimetric absorbance read-out. inhibition, % at 20 µM. actives 0.78% (n = 360,000); in the data active = inhibition above about 26%; also: some compounds past the cut are filed as inactive
* = called active by the depositor; i = inactive; nt = not tested or not shown.

DNMT1 inh	Rpn11 block	Rin1 Abl inh	CSN deneddyl inh	Neddylation inh	LMPTP block	STEP block	Structure	Scp1 inh	SUMO1-SIM PPI	NadD block
3	i	0	5	i	-0.8	-2	Nc1ccc(S(=O)(=O)c2ccc(N)nc2)cc1	2	1	-1
-3	i	0	1	i	-2.7	2	CCCCS(=O)(=O)Nc1ccc(Cc2ccncc2)cc1	-1	4	-4
0	i	3	0	i	-0.1	0	COc1cccc(/C=N/NC(=O)c2cccs2)c1	-6	-1	-2
-3	i	-3	-4	i	1.7	1	CC(=O)c1cn(-c2ccc(Cl)cc2)c(=O)n(Cc2ccc(F)cc2)c1=O	5	0	1
-2	i	1	5	i	0.1	1	CCS(=O)(=O)N1CCc2nc(-c3ccccc3)sc2C1	-14	-10	-3
6	i	0	4	i	0.5	-1	COc1ccc(NC(=O)Nc2cccc3ccccc23)c(OC)c1	-5	4	-4
0	i	1	0	i	-0.4	4	Cn1c(CNC(=O)c2ccc(Cl)cc2)nnc1SCC(=O)Nc1sc2c(c1C#N)CCCC2	-1	1	14
1	i	2	-2	i	-0.2	0	CCN(CC)CCn1c2c(c(SCC(=O)Nc3ccccc3Cl)nc1=O)CCCC2	-4	4	-5
4	i	0	-5	i	0.7	1	Cc1cccc(OCC(=O)N2CCC3(CC2)CC(=O)c2ccccc2O3)c1	-9	3	-4
-3	i	1	-1	i	1.7	0	FC(F)(F)c1cccc(N2CCC(N=CN3CCCCCC3)=N2)c1	-3	-6	3
3	i	-7	1	i	4.0	3	CCOC(=O)c1cnc2ccc(C)cc2c1Sc1ccc(F)cc1	-4	-14	5
1	i	4	2	i	-1.1	2	COc1cccc(CNCc2cccc(Br)c2)c1OC	-11	2	-4
1	i	-1	-6	i	-0.3	2	Cc1c(C(=O)N2CCOCC2)oc2ccccc12	-3	1	-5
0	i	37*	-2	i	1.6	-2	NC(CO)C(=O)NNCc1ccc(O)c(O)c1O (configuration not stated)	-9	3	2
-4	i	-7	3	i	-2.1	-3	O=c1[nH]ncc(N/N=C\c2ccc(O)cc2O)c1Cl	-4	-19	-4
3	i	2	0	i	-1.9	-8	Cc1nonc1NCn1nnc2ccccc21	-4	0	-4
-1	i	2	-1	i	-1.4	-2	CC(=O)OCC(=O)C1(O)CCC2C3CCC4C(OC(C)=O)C(=O)CCC4(C)C3C(=O)CC21C (configuration not stated)	-13	0	-2
12	i	-2	-2	i	2.9	-1	COc1cc(/C=C(\C#N)c2ccccn2)ccc1OCc1ccccc1Cl	-8	-6	-5
-4	i	-2	-6	i	3.1	-3	Cc1ccc(/C(N)=N/OC(=O)CCc2ccccc2)cc1	-10	1	-6
0	i	-2	-2	i	0.0	4	CCN(CC)CCCNC(=O)c1cn(CC(C)C)c(=O)c2c1c1ccccc1n2C	-6	2	-10
2	i	0	-4	i	0.7	2	CC(C)(C)NC(=O)CSCc1ccc(Br)cc1	-2	-4	-3
5	i	3	-4	i	0.1	0	Cc1nn(CC#N)c(=O)n1-c1cccc(F)c1	-1	-1	2
-3	i	0	1	i	-1.1	0	COCCNC(=O)CN1CCCCCC1	-1	-3	5
nt	nt	nt	2	i	20	nt	Cc1ccc(P(=O)(c2ccc(C)cc2)[C@@H](NC(c2ccccc2)c2ccccc2)c2ccccc2)cc1	nt	7	24
-1	i	-2	-1	i	0.5	2	Cc1ccc(S(=O)(=O)Nc2cccc(C(=O)NCC(c3ccco3)N3CCCCC3)c2)cc1F (configuration not stated)	-4	5	1
-1	i	-6	-4	i	0.3	-2	COc1ccc(C(=O)COC(=O)c2ccc(NC(C)=O)cc2)cc1[N+](=O)[O-]	-1	-21	2
0	i	1	-21	i	5.4	2	Cn1nc([N+](=O)[O-])c(C(C#N)c2nc3ccccc3n2C)c(Cl)c1=O (configuration not stated)	-7	-5	15
2	i	0	0	i	-0.7	-1	CSc1nnc(-c2sccc2-n2cccc2)o1	-12	-3	-7
3	i	-1	-2	i	-1.2	1	Cc1ccc(S(=O)(=O)NC(=O)C2(C)CCN2C(=O)Cc2cc(F)ccc2F)nc1 (configuration not stated)	nt	3	-4
7	i	-3	-2	i	-4.2	-1	CC1(C)CC(=O)C=C(c2n[nH]nc2C2CC2)C1	nt	-5	-6
4	i	-9	-2	i	1.7	3	CC(C)c1nc2sc3c(=O)[nH]c(=S)[nH]c3c2c2c1CCCC2	16	0	20
2	i	-4	2	i	-0.1	-1	CCOc1ccccc1C(=O)NCC(=O)OCC(=O)c1ccc2c(c1)OCCO2	-7	2	7
2	i	1	-2	i	-0.6	1	COc1ccc(CC(NC(C)=O)C(=O)NC2CCN(C(=O)NCc3ccccc3)CC2)cc1OC (configuration not stated)	-2	4	-2
1	i	3	-4	nt	2.0	3	Cc1cc(NCc2ccccn2)n2nc(C)c(-c3ccc(Cl)cc3)c2n1	-7	5	-3
-2	i	-6	-4	i	-1.5	2	CCc1nc2c(OCCOC)cccn2c1N(C)C(=O)c1ccc(C)cc1	nt	2	6
-1	i	1	2	i	-0.3	0	O=C(NCCS(=O)(=O)c1ccc(Br)cc1)c1ccc(Cl)cc1	-6	2	-10
0	i	-2	-1	i	0.8	5	Cc1ccc(NC2CCCN(C(=O)c3cc(C(C)C)[nH]n3)C2)cc1C (configuration not stated)	-15	0	1
9	i	2	-4	i	0.9	1	O=[N+]([O-])c1ccc(NCc2ccc(Cl)cc2)nc1	-4	-24	-3
-6	i	-1	0	i	0.6	1	C=CCn1c(O)c(C=Nc2ccccc2)sc1=S	-1	-6	1
0	i	0	0	i	-0.5	0	Cc1cccc(C)c1NC(=S)NCCc1ccccn1	-7	3	-3
0	i	5	0	i	0.1	0	Cc1ccc(NC(=O)CN(C)C(=O)CSc2n[nH]c(N)n2)cc1	-2	3	-2
1	i	-4	-1	i	-0.7	-4	CCOC(=O)C1CCCN(S(=O)(=O)c2cccc3cccnc23)C1 (configuration not stated)	-4	-1	1
1	i	-2	4	i	1.0	4	COc1cccc(C(=O)N/N=C/c2ccc(OC3CSC3)cc2)c1	4	2	3
-1	i	1	-1	i	-1.0	0	COc1cc(C(=O)N(Cc2ccccn2)CC2CCCO2)cc(OC)c1OC (configuration not stated)	0	1	2
-3	i	1	-3	i	-1.9	-1	COc1ccc(N2CCN(c3nc(Cl)nc(N4CCOCC4)n3)CC2)cc1	10	0	-18
16	i	1	-2	i	0.3	-1	Cc1cc(C(=O)OCC(=O)NCc2ccco2)c(C)o1	28	-4	0
7	i	2	-14	i	-0.5	-1	COc1ccc(-c2c(C(F)(F)F)oc3cc(OCC(=O)Nc4ccccc4C(F)(F)F)ccc3c2=O)cc1OC	-5	1	-8
-2	i	1	4	i	-0.6	-3	O=C(O)c1ccc(S(=O)(=O)N2CCC(c3nc(-c4ccccc4Cl)no3)CC2)cc1	-7	2	-7
2	i	4	4	i	-0.4	1	Cc1ccccc1NC(=O)N1CCCC(c2nc(-c3ccc(F)cc3)no2)C1 (configuration not stated)	0	1	-1
4	i	1	-6	i	2.0	-2	COc1ccc(NS(=O)(=O)c2csc(C(=O)Nc3ccccc3)c2)cc1	-6	4	2
-7	i	1	-1	i	0.1	0	CCCc1nn(C)c2c1C(c1cccnc1)C(C#N)=C(N)O2 (configuration not stated)	-8	-5	-5
9	i	4	-2	i	-1.4	4	CSc1ccc(CN2CCN(C(=O)c3ccncc3)CC2)cc1	1	-2	-1
1	i	-2	2	i	-0.3	0	COc1ccc(N(CC(=O)N2CCCCCC2)S(=O)(=O)c2ccccc2)cc1	-7	-4	-9
-2	i	3	1	i	0.0	0	CC(=O)Nc1ccc(NC(=O)COc2ccc(Br)cc2C)cc1	-5	-1	-5
-2	i	-5	5	i	-0.8	1	CC(C)(C)c1ccc(C(=O)NCCN2CCCC2)cc1	-1	2	0
5	i	0	2	i	-0.8	-2	O=c1ccc2cc(S(=O)(=O)N3CCOCC3)ccc2o1	4	1	1
nt	nt	nt	3	i	0.8	nt	COc1cc(OC)cc(C2=Cc3ccccc3C(CC(=O)c3ccco3)N2c2ccc(-c3ccc(C(N)=O)cc3)cc2)c1 (configuration not stated)	nt	-4	28
-10	i	1	-4	i	1.7	0	CCOC(=O)C1=C(CN2CCc3ccccc32)NC(=O)NC1c1cccc([N+](=O)[O-])c1 (configuration not stated)	-11	-9	-5

A stretch from further up, for reference:
DNMT1 inh	Rpn11 block	Rin1 Abl inh	CSN deneddyl inh	Neddylation inh	LMPTP block	STEP block	Structure	Scp1 inh	SUMO1-SIM PPI	NadD block
16	i	1	-2	i	0.3	-1	Cc1cc(C(=O)OCC(=O)NCc2ccco2)c(C)o1	28	-4	0
7	i	2	-14	i	-0.5	-1	COc1ccc(-c2c(C(F)(F)F)oc3cc(OCC(=O)Nc4ccccc4C(F)(F)F)ccc3c2=O)cc1OC	-5	1	-8
-2	i	1	4	i	-0.6	-3	O=C(O)c1ccc(S(=O)(=O)N2CCC(c3nc(-c4ccccc4Cl)no3)CC2)cc1	-7	2	-7
2	i	4	4	i	-0.4	1	Cc1ccccc1NC(=O)N1CCCC(c2nc(-c3ccc(F)cc3)no2)C1 (configuration not stated)	0	1	-1
4	i	1	-6	i	2.0	-2	COc1ccc(NS(=O)(=O)c2csc(C(=O)Nc3ccccc3)c2)cc1	-6	4	2
